TRHR PAM = allosteric enhancers of human TRH receptor. enhancement, % at 2 µM. TRHR cells, fluo-8 calcium fluorescence, EC20 TRH enhancement. actives 0.66% (n = 360,000); in the data active means enhancement above about 30%; further: 0% is about no effect
Target sequence (P34981 whole entry, looked up): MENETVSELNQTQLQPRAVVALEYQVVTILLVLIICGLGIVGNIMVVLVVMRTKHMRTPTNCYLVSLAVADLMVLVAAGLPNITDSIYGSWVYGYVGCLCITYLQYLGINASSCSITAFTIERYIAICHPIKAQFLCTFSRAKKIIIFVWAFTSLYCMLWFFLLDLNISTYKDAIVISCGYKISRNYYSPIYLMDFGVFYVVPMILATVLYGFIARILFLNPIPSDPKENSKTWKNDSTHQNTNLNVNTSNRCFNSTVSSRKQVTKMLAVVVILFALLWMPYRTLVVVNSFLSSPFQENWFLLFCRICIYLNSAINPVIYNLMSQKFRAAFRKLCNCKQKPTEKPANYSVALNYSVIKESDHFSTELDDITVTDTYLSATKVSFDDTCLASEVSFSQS
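TRHR-expressing cells loaded with fluo-8 calcium dye were read kinetically (ex 480/em 530) during compound addition, then stimulated with an EC20 of TRH (10 nM final). Enhancement of the Gq-mediated intracellular calcium response was scored.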
D1 ag = agonists of human D1 dopamine receptor | activation, % at 2 µM | HEK293 T-REx D1 cells, calcium flux, agonist mode | P21728 | actives 1% (n = 360,000); further: 0% is about no effect
Target sequence (P21728 whole entry, looked up): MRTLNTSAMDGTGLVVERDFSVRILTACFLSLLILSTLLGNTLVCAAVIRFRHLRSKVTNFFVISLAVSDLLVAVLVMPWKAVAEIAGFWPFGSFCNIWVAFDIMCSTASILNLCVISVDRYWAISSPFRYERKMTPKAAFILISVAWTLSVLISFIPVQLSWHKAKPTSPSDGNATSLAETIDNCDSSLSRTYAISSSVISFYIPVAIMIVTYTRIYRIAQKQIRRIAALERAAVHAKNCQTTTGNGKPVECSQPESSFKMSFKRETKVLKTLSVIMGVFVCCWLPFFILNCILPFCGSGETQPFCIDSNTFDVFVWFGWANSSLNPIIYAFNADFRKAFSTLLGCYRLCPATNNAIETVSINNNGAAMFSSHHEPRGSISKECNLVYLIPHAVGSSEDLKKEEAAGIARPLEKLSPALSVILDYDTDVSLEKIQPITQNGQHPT
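Inducible HEK293 T-REx D1 cells, force-coupled to calcium signalling, were plated at 4000 cells/well with tetracycline and held overnight at 30 C. After no-wash calcium dye loading, compound-evoked calcium rise over 180 s flagged agonists.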
D2 antag = antagonists of human D2 dopamine receptor; AID 485344; actives 2% (n = 340,000); HEK293 TREx D2 cells, calcium flux, dopamine EC80; P14416; inhibition, % at 10 µM; in the data active means inhibition above about 30%; further: 0% is about no effect
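HEK293 T-REx D2 cells, tet-induced, calcium dye no-wash. Cpd pintool add, 180 s kinetic, then EC80 DA, 180 s kinetic. Ca flux read.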
D1 potentiator = human D1 dopamine receptor positive modulation; P21728; actives 0.036% (n = 360,000); HEK293 TREx D1 cells, calcium flux, dopamine EC20 potentiation; AID 504651; potentiation, % at 10 µM; in the data active means potentiation above about 30%; further: 0% is about no effect
RXFP1 antag = RXFP1 (human) relaxin receptor antagonism | HEK293-RXFP1, relaxin-stimulated cAMP HTRF, 30 min; hits give low values | activity change, negative = inhibition, % at 57.5 µM | Q9HBX9 | actives 0.59% (n = 350,000);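 active means activity change of -60% or lower, but not beyond a set lower limit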; further: on the % scale 0 is the no-effect control and ±100 the full control effect
D2 potentiator = positive allosteric modulators of human D2 dopamine receptor. HEK293 T-REx D2, calcium flux, EC20 dopamine potentiation. potentiation, % at 10 µM. actives 0.34% (n = 340,000). AID 485347;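 active means potentiation over 3 SD above the plate norm, cut at about 30% in these data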; further: 0% is about no effect
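Cells plated with tetracycline inducer and held overnight at 30 C; calcium dye loaded 30–90 min at room temperature; baseline taken, compound added and read 180 s; EC20 dopamine then added and read 180 s.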
D1 antagonist = blocks dopamine activation of the human D1 receptor. P21728. HEK293 TREx D1 cells, calcium flux, dopamine EC80; hits give low values. activity change, negative = inhibition, % at 10 µM. actives 3.2% (n = 360,000). AID 504652; in the data active means activity change below about -30%; further: on the % scale 0 is the no-effect control and ±100 the full control effect
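Inducible Hek293 Trex D1 cells (tetracycline, overnight, 30 C). Calcium dye 30–90 min RT. Antagonist mode: EC80 dopamine added after 180 s compound read.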
D2 ag = D2 dopamine receptor (human) agonism. P14416. HEK293 T-REx D2 cells, calcium flux agonist mode. activation, % at 2 µM. actives 0.53% (n = 340,000);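 active means activation over 3 SD above normal in the single-dose calcium agonist read, cut at about 30% in these data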; further: 0% is about no effect
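HEK293 Trex D2 cells, tetracycline-induced, o/n 30 C 5% CO2; no-wash Ca dye, RT 30–90 min; 10-cycle baseline, 23 nl cpd added, kinetic Ca read 180 s; agonist hits = positive Ca response.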
TRHR ag = activates the human TRH receptor; actives 0.18% (n = 360,000); TRHR cells, calcium flux fluo-8, FDSS agonist mode; activation, % at 2 µM; further: 0% is about no effect
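TRHR-expressing cells, plated overnight in medium with 10% serum, were loaded with fluo-8 calcium dye at room temperature. After a 10 s baseline, library compound was pin-added and calcium release was recorded kinetically (ex 480/em 530) as agonist response.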
Starred values were filed as active, the others as inactive; nt = no result given. Unless noted, no stated cut-off is given here; in the data, active means activation above about 30%; inactive means the rest. The order is random; about 7.3% have a hit in one of these screens.

Each structure is followed by: D2 ag	D1 antagonist	RXFP1 antag	D2 potentiator	D1 ag	D1 potentiator	TRHR PAM	D2 antag	TRHR ag
> Cc1cc(-c2nc3cccnc3s2)ccc1NS(=O)(=O)c1ccc2c(c1)OCCO2
    1.3	-18	5	-4	0	0	5	-7	0.9
> COc1ccc(Oc2nc(-c3ccccc3)ncc2C(=O)O)cc1
    nt	-3	-3	nt	3	1	6	nt	-0.1
> CCCCNC(=S)NNC(=O)c1csc(C(C)C)c1
    -0.3	-45*	6	-16	-1	-4	3	1	0.2
> NC(=O)CSc1nc2ccccc2c(=O)n1Cc1ccco1
    nt	12	-5	2	0	-14	0	nt	0.4
> CCOc1cccc(-c2nnc(SCC(=O)Nc3cc(C)ccc3OC)n2N)c1
    -0.4	6	1	6	0	-1	1	-6	-2.7
> COc1cccc(C2CC(c3ccc(C)cc3)=NN2C(=O)c2ccccc2F)c1OC (stereo not drawn)
    0.1	3	-6	-3	3	-2	18	-16	1.5
> Cc1ccc(OCC(=O)NNC(=O)Cc2ccc(S(=O)(=O)N3CCOCC3)s2)cc1
    0.0	-49*	-10	-7	2	-2	-7	-13	-0.3
> C=C(C)CC1N(c2cccc(OC)c2)C(=O)C2C(C(=O)O)C3C=CC21O3 (stereo not drawn)
    -0.9	-14	-7	-2	2	nt	-5	-16	0.1
> O=C(Nc1cccc(S(=O)(=O)NC2=NCCC2)c1)c1ccccc1OC(F)F
    -0.6	1	3	11	7	-3	-5	-4	-0.9
> CN1CCc2c(sc3nc(SCC(=O)N4CCCCC4)n(-c4ccccc4)c(=O)c23)C1
    nt	28	6	nt	4	-1	-2	nt	0.3
> CCOC(=O)CC1C(=O)NCCN1C(=O)c1c(Cl)cccc1Cl (stereo not drawn)
    nt	0	-12	-21	4	5	1	nt	-0.5
> Cc1ccc(C2NC(=O)c3ccccc3O2)cc1 (stereo not drawn)
    -0.2	-15	2	6	3	-2	-7	3	0.4
> CCOc1ccc(CC(=O)NC2CCN(Cc3ccccc3)CC2)cc1
    -1.5	-2	-1	-7	4	3	0	8	-1.4
> O=C(CCc1ccccc1)NC(NC(=S)Nc1ccc(Br)cc1)C(Cl)(Cl)Cl (stereo not drawn)
    1.3	-7	4	0	8	1	2	-2	1.4
> Cc1ccc(C)c(-c2nnc(NC(=O)C3=COCCO3)o2)c1
    1.6	8	-10	-5	1	-1	0	23	0.1

The list goes on.
Each structure is followed by: D2 ag	D1 antagonist	RXFP1 antag	D2 potentiator	D1 ag	D1 potentiator	TRHR PAM	D2 antag	TRHR ag
> O=c1[nH]c(=O)c2ncc(-c3ccc(Cl)cc3)nc2[nH]1
    -0.2	0	nt	-8	2	0	1	18	0.5
> COc1ccc(NC(=O)c2cc3ccccc3o/c2=N\NS(=O)(=O)c2ccc(C)cc2)cc1
    1.0	2	9	-7	5	-10	5	-20	1.2
> CCOC(=O)c1cnc2ccc(OC)cc2c1NCc1ccccc1
    -1.1	-8	nt	-5	1	-2	-7	5	-0.4
> Cc1cc(N2CCOCC2)nc2cc(O)ccc12
    -0.5	-10	nt	9	2	6	7	-30	-0.9
> COc1cc(NC(=O)Nc2ccc3c(c2)OCO3)cc(OC)c1OC
    0.0	0	-26	-6	2	-3	-4	-7	-0.1
> O=c1c2[nH]c3ccccc3c2ncn1Cc1cccnc1
    nt	-4	6	nt	2	-8	6	nt	-1.6
> CCOC(=O)c1c(S(=O)(=O)NCC(=O)Nc2cccc(C)c2)c(C)n(C)c1C
    -0.9	-3	-11	18	5	-5	2	-15	-0.7
> N#C/C(=C\c1ccc(/C=C(/C#N)c2nn(CCO)c(N)c2C#N)cc1)c1nn(CCO)c(N)c1C#N
    1.1	18	-10	-1	14	-5	1	-8	0.8
> COc1ccc(C(=O)OCC(=O)NC2CC2)cc1S(=O)(=O)N1CCOCC1
    -0.3	-1	-11	15	1	4	7	12	0.5
> Cc1ccc([N+](=O)[O-])cc1N=C1C(=O)Nc2ccccc21
    1.3	-4	4	12	3	-5	-1	-5	-0.5
> Cc1ccc(CN2C(=O)C3CCCN3c3ncccc32)cc1 (stereo not drawn)
    -0.5	2	6	5	0	-2	-11	8	0.1
> O=C(Nc1ccc2nc3n(c(=O)c2c1)CCCC3)c1ccccc1[N+](=O)[O-]
    -0.4	-2	16	-14	0	-6	-2	-2	0.0
> CCOC(=O)c1sc(NC(=O)c2ccc(OC(C)=O)cc2)nc1C
    0.5	4	-15	1	1	3	2	11	0.1
> CC(C)c1ccc(S(=O)(=O)c2nnn3c2nc(N2CCOCC2)c2sccc23)cc1
    -0.8	0	-16	2	5	-3	3	nt	-0.1
> CN1C(=O)SC(Nc2ccccc2)C1=O (stereo not drawn)
    0.3	15	0	4	2	-10	4	-27	0.2

New compounds follow
Each structure is followed by: D2 ag	D1 antagonist	RXFP1 antag	D2 potentiator	D1 ag	D1 potentiator	TRHR PAM	D2 antag	TRHR ag
> O=C(OCCCOC(=O)c1cc[n+]([O-])cc1)c1cc[n+]([O-])cc1
    0.5	-16	9	-4	6	4	-3	-6	1.2
> COc1cc(CCCN2C(=O)C(=O)NC[C@@H]2C(C)O)cc(OC)c1OC (stereo partly drawn)
    0.0	-37*	nt	11	6	-3	0	-18	0.2
> CC1CCN(C(=O)C2CCN(S(=O)(=O)c3cccc4nonc34)CC2)CC1
    nt	20	-3	-2	3	-2	9	nt	-0.3
> COC(=O)c1ccccc1C(=O)N1CCC(CCC(=O)NC2CC2)CC1
    0.4	8	19	-3	2	1	0	3	0.2
> Cc1ccc(NC(=O)Nc2ccc(Cl)c(Cl)c2)nc1
    0.1	-7	-2	-5	2	-5	-3	-6	-0.5
> COc1cccc(NC(=O)CN(C)C(=O)c2oc3c(ccc4ccccc43)c2C)c1
    -0.9	5	-20	4	1	2	2	-7	0.1
> COC(=O)c1cc(=O)cc(C(=O)OC)o1
    0.5	13	10	2	0	2	-1	10	0.4
> CCOc1c(Br)cc(C2CC(=O)Nc3cc(OC)c(OC)cc32)cc1OC (stereo not drawn)
    -0.3	5	2	4	5	1	8	19	0.0
> O=C(COC(=O)CCc1c[nH]c2ccccc12)NCc1ccccc1
    -0.5	8	-3	15	1	1	0	-6	0.2
> COc1cccc(C(C)NC(=O)c2ccncc2)c1 (stereo not drawn)
    0.6	-5	-1	4	1	1	0	-2	0.6
> CC(C)N(Cc1ccccc1)C(=O)c1cc2ccc3cccnc3c2[nH]1
    -0.8	-34*	-101*	-10	6	4	-9	nt	0.8
> CCOc1ccc(CN(C)C(=O)CCc2ccc(S(=O)(=O)N3CCCCCC3)cc2)cc1
    0.4	45	-4	9	17	-1	-3	1	-0.2
> COc1ccc(-c2cc(C(=O)Oc3ccc(C)c(C)c3)c3ccccc3n2)cc1
    0.1	5	-13	-2	4	0	6	nt	-0.9
> COC(=O)Cc1n[nH]c(=S)[nH]c1=O
    -0.3	-6	17	-6	2	1	-2	-10	0.1
> CC(C)(C)c1cc(NC(=O)NN2CCOCC2)nn1-c1c(Cl)cc(Cl)cc1Cl
    1.0	3	-2	8	7	-1	1	9	3.4

Some of these compounds in order of their number in D1 ag, highest first:
| Structure | D1 ag |
| --- | --- |
| CCOc1ccc(CN(C)C(=O)CCc2ccc(S(=O)(=O)N3CCCCCC3)cc2)cc1 | 17 |
| COc1cc(CCCN2C(=O)C(=O)NC[C@@H]2C(C)O)cc(OC)c1OC (stereo partly drawn) | 6 |
| Cc1ccc(NC(=O)Nc2ccc(Cl)c(Cl)c2)nc1 | 2 |
| O=C(COC(=O)CCc1c[nH]c2ccccc12)NCc1ccccc1 | 1 |
| COC(=O)c1cc(=O)cc(C(=O)OC)o1 | 0 |

(cont.)
Each structure is followed by: D2 ag	D1 antagonist	RXFP1 antag	D2 potentiator	D1 ag	D1 potentiator	TRHR PAM	D2 antag	TRHR ag
> COc1ccc(C2(c3ccc(OC)cc3)NC(=O)N(Cn3nnc4ccccc4c3=O)C2=O)cc1
    0.4	8	-5	2	4	4	1	-9	-0.2
> COc1ccc(CN(C)C(=O)/C=C/c2ccc(S(=O)(=O)N3CCCCCC3)cc2)cc1
    -0.5	-13	-9	-2	8	-7	-1	15	0.3
> CCc1ccc(OCc2cccc(C(=O)N/N=C\c3cnn(C)c3C)c2)cc1
    1.5	-9	11	18	4	-4	22	-8	0.0
> CCc1ccc2oc(C(=O)NCc3ccncc3)c(C)c2c1
    nt	0	-13	nt	-1	-4	3	nt	0.9
> COc1cc(/C=C/C(=O)c2ccc(Cl)s2)cc(OC)c1O
    5.1	-14	7	-9	16	-2	-2	1	12
> O=C(c1cnc2n(c1=O)CCS2)N1CCN(c2ccc(Cl)c(Cl)c2)CC1
    0.2	-26	-12	-3	18	-8	3	-10	-0.3
> COc1ccc(OC)c(Nc2nc(-c3cccc([N+](=O)[O-])c3)nc3ccccc23)c1
    0.7	0	-6	-7	4	-4	-3	12	0.2
> COc1ccccc1-c1cc(C(F)(F)F)nc(S(=O)(=O)CCCC(=O)Nc2ccccc2F)n1
    0.1	-11	-20	11	2	2	-1	nt	-0.1
> Cc1ccc(Cl)cc1N1CCN(C(=O)c2cnn(C(C)(C)C)c2C2CCN(C(=O)OC(C)(C)C)CC2)CC1
    2.5	5	-4	5	2	-4	-3	nt	7.7
> CC(=O)C1=C(O)C(=O)N(c2ccc(F)cc2)C1c1ccc(C)cc1 (stereo not drawn)
    -1.0	-9	8	8	2	2	-3	-2	0.3
> N#Cc1c(NC(=O)C(=O)NCCCN2CCOCC2)sc2c1CCCC2
    0.5	5	-18	8	3	-2	-1	-8	0.6
> Cn1c2ccccc2c(=O)c2c(=O)n(C3CCCCC3)c(-c3ccco3)nc21
    15	-3	7	-7	106*	-9	0	9	11
> CN(C)C(=S)Nc1cccc(C(F)(F)F)c1
    -0.2	-1	4	-1	2	0	2	-3	0.6
> COc1cc(CNn2c(C)n[nH]c2=S)cc(Cl)c1OCc1ccc(F)cc1
    0.6	-1	-11	10	37*	-2	6	-18	-0.5
> COC(=O)CC1COc2ccccc2N1C(=O)c1ccc(OC)cc1 (stereo not drawn)
    0.1	3	-4	-4	0	-3	-7	4	-0.9

Record cards, as listed above:
CN(C)C(=S)Nc1cccc(C(F)(F)F)c1 is listed as D2 ag = -0.2; D1 antagonist = -1; RXFP1 antag = 4; D2 potentiator = -1; D1 ag = 2; D1 potentiator = 0; TRHR PAM = 2; D2 antag = -3; TRHR ag = 0.6
COc1ccc(CN(C)C(=O)/C=C/c2ccc(S(=O)(=O)N3CCCCCC3)cc2)cc1 is listed as D2 ag = -0.5; D1 antagonist = -13; RXFP1 antag = -9; D2 potentiator = -2; D1 ag = 8; D1 potentiator = -7; TRHR PAM = -1; D2 antag = 15; TRHR ag = 0.3

The listing continues:
Each structure is followed by: D2 ag	D1 antagonist	RXFP1 antag	D2 potentiator	D1 ag	D1 potentiator	TRHR PAM	D2 antag	TRHR ag
> O=C1CN(C(=O)COc2ccc(F)cc2Br)c2ccccc2N1
    1.0	1	4	-3	2	-8	-9	6	-0.1
> CC1=CC2=NC(=O)/C(=C/c3cccn3Cc3ccccc3)C(=N)N2O1
    -1.6	-4	0	1	5	-4	-4	4	-0.3
> CCOC(=O)CSc1nc2c(c(=O)[nH]c(=O)n2C)n1C/C=C(/C)Cl
    0.6	-4	12	-12	1	-5	7	-13	0.1
> CCCCNC(=O)CN1C(=O)NC(CCc2ccccc2)C1=O (stereo not drawn)
    5.9	-10	2	-4	0	0	-1	-21	1.3
